Screens as filed in PubChem.
PRC2 inh – inhibitors of human EZH2/PRC2 methyltransferase; PRC2 H3K27 methylation, DELFIA TRF, 1 h; AID 651548; inhibition, % at 12.5 µM; 0.35% of 57,000 active; Q15910;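 active = mean inhibition of replicates at least 50% and every single replicate also reaching 50%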;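 note: dimethyl H3K27 on biotinylated H3 21-44 peptide detected by antibody; plate controls were median neutral control wells for no effect and median positive control wells for full effect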
Target sequence (Q15910 whole entry, looked up): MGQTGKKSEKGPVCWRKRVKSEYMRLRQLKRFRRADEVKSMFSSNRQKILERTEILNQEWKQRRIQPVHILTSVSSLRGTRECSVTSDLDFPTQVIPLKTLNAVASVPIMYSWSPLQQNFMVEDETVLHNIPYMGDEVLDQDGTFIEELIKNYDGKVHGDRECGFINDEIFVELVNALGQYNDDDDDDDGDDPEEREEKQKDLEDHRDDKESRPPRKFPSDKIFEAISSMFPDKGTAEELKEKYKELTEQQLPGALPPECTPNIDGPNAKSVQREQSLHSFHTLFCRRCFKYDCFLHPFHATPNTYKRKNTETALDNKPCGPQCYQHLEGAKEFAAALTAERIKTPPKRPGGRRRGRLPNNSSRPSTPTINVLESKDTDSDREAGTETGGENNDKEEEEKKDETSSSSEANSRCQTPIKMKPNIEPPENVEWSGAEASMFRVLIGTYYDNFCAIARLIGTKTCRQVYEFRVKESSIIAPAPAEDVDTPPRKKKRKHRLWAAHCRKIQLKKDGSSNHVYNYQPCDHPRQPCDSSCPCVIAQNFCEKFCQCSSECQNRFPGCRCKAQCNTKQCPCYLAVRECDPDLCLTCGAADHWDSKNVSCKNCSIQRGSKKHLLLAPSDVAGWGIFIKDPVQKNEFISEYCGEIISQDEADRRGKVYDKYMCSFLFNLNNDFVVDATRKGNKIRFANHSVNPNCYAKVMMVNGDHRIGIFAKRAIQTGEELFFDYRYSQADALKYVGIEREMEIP
IDH1 mut inh – inhibitors of human IDH1 R132H; 0.18% of 70,000 active; IDH1 R132H reductase, diaphorase/resazurin fluorescence, 60 min; inhibition, % at 10 µM; O75874; AID 624101; in the data active = inhibition above about 34%;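 note: 0% = DMSO and 100% = no enzyme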
* marks the source's active call; other numbers are inactive results; x = no result given.

Order of results: PRC2 inh, IDH1 mut inh
- C[C@@H]1CN([C@@H](C)CO)C(=O)c2cc(C#CC3(O)CCCC3)cnc2O[C@H]1CN(C)C
    3, -0.2
- CO[C@H](CN(C)C(=O)C1CCOCC1)[C@H](C)CN([C@H](C)CO)S(=O)(=O)c1ccccc1
    -10, 0.5
- C[C@H]1CN([C@@H](C)CO)C(=O)c2cc(NC(=O)CCCN(C)C)ccc2O[C@@H]1CN(C)Cc1ccccc1
    -5, 1.8
- C[C@H]1CN([C@@H](C)CO)S(=O)(=O)c2ccc(C#CC3CC3)cc2O[C@@H]1CN(C)C(=O)CN(C)C
    -10, -2.4
- C[C@@H]1CCCCO[C@@H](CN(C)Cc2ccncc2)[C@H](C)CN([C@@H](C)CO)C(=O)c2cc(NC(=O)c3ccccc3)ccc2O1
    6, x
- Cc1ccc(OC(=O)N(C)C[C@@H]2OCc3cn(nn3)CCCC(=O)N([C@H](C)CO)C[C@H]2C)cc1
    7, 1.4
- C[C@@H]1CN([C@@H](C)CO)C(=O)c2cc(NC(=O)Nc3ccc4c(c3)OCO4)ccc2O[C@@H](C)CCCCO[C@H]1CN(C)S(=O)(=O)c1ccccc1
    x, -0.5
- CC(=O)O[C@@](C)(C(=O)/C=C/C(C)(C)O)[C@H]1[C@H](O)C[C@@]2(C)[C@@H]3CC=C4[C@@H](C=C(O[C@@H]5O[C@H](CO)[C@@H](O)[C@H](O)[C@H]5O[C@@H]5O[C@@H](C)[C@H](O)[C@@H](O)[C@H]5O)C(=O)C4(C)C)[C@]3(C)C(=O)C[C@]12C
    x, -0.4
- COC(=O)C[C@H]1CC[C@@H](N)[C@@H](CO)O1
    5, -0.1
- CO[C@H]1CN(C)C(=O)c2ccc(NC(C)=O)cc2OC[C@@H](C)N(C(=O)Cc2ccccn2)C[C@H]1C
    2, 0.1
- C[C@@H]1CCCCO[C@H](CN(C)S(=O)(=O)c2cccs2)[C@@H](C)CN([C@@H](C)CO)C(=O)c2cc(N(C)C)ccc2O1
    -9, -0.3
- Cc1ccc(S(=O)(=O)N[C@@H]2C=C[C@@H](CC(=O)NCCc3ccncc3)O[C@H]2CO)cc1
    9, -0.3
- Cc1noc(C)c1NC(=O)N(C)C[C@H]1Oc2c(NC(=O)NC3CCCCC3)cccc2C(=O)N([C@@H](C)CO)C[C@@H]1C
    x, -0.5
- COc1ccc(NC(=O)Cn2cnc3sc(-c4ccccc4)cc3c2=O)c([N+](=O)[O-])c1
    3, 0.2
- CCCC#Cc1ccc2c(c1)O[C@H](CN(C)C(=O)C1CCCCC1)[C@@H](C)CN([C@@H](C)CO)S2(=O)=O
    -17, 4.3

Order of results: PRC2 inh, IDH1 mut inh
- COC(=O)N(C)C[C@H]1OCc2ccccc2-c2ccccc2C(=O)N([C@@H](C)CO)C[C@@H]1C
    -7, 0.5
- C[C@H](CO)N1C[C@H](C)[C@@H](CN(C)C(=O)c2cnccn2)Oc2ncc(-c3cccc(F)c3)cc2C1=O
    -1, -4.7
- COc1ccc(C(=O)CSc2nnc(CC(C)O)n2C)cc1 (centres undefined)
    x, -0.7
- O=C(C[C@H]1C=C[C@H](NC(=O)c2ccccc2)[C@H](CO)O1)Nc1ccc(-c2ccccc2)cc1
    24, 0.2
- O=C(N[C@H]1CC[C@H](CCNC(=O)C2CC2)O[C@H]1CO)c1ccccn1
    9, -0.1
- CC(C)NC(=O)Nc1ccc2c(c1)C(=O)N([C@H](C)CO)C[C@H](C)[C@H](CN(C)CC1CC1)O2
    -4, -1.9
- Cc1ccnc(SCc2cccc(C(=O)O)c2)n1
    -15, 2.4
- c1ccc(-c2nn3c(C4COc5ccccc5O4)nnc3s2)cc1 (centres undefined)
    9, 1.0
- CCCN1C[C@H](C)[C@H](OC)CN(C)C(=O)c2cc(NC(=O)C3CCC3)ccc2OC[C@H]1C
    -10, x
- C[C@H]1CN([C@@H](C)CO)C(=O)Cc2cc(N(C)C)ccc2O[C@H]1CN(C)Cc1ccc(Oc2ccccc2)cc1
    4, -0.1
- COCC(=O)N(C)C[C@H]1Oc2ncc(C3=CCCCC3)cc2C(=O)N([C@@H](C)CO)C[C@H]1C
    2, -6.1
- CCOC(=O)c1cc(COc2ccc3oc4ccccc4c3c2)c(C)o1
    18, -0.7
- C/C=C/c1cnc2c(c1)C(=O)N([C@@H](C)CO)C[C@@H](C)[C@H](CN(C)Cc1ccc3c(c1)OCO3)O2
    -1, 1.7
- Oc1ccc(Cl)cc1CNc1nc2ccccc2[nH]1
    -4, -0.7
- CO[C@H]1CN(C)C(=O)c2ccc(NC(=O)C3CCCC3)cc2OC[C@@H](C)N(C(=O)CC2CC2)C[C@H]1C
    11, 0.2

Order of results: PRC2 inh, IDH1 mut inh
- O=C(C[C@H]1CC[C@@H](NC(=O)Nc2ccc(C(F)(F)F)cc2)[C@H](CO)O1)NCc1cccc(F)c1
    -4, 0.1
- CO[C@H]1CN(C)C(=O)c2cc(NC(=O)CC(F)(F)F)ccc2OC[C@H](C)N(CCC(F)(F)F)C[C@@H]1C
    -1, 0.4
- Cc1ccc(S(=O)(=O)N(C)C[C@@H]2Oc3ncc(-c4ccncc4)cc3C(=O)N([C@@H](C)CO)C[C@@H]2C)cc1
    x, -0.6
- C[C@@H]1CN([C@@H](C)CO)C(=O)c2cc(NC(=O)Nc3ccccc3)ccc2O[C@@H](C)CCCCO[C@@H]1CN(C)S(=O)(=O)c1cccs1
    x, 0.1
- COc1ccc(NC(=O)Nc2ccc3c(c2)[C@H]2C[C@@H](CC(=O)N(C)C)O[C@H](CO)[C@H]2O3)cc1
    5, 0.1
- C[C@H]1CN([C@@H](C)CO)C(=O)c2ccccc2-c2ccccc2CO[C@H]1CN(C)C(=O)[C@@H](Cc1ccccc1)N(C)C
    -33, x
- C[C@@H]1CN([C@H](C)CO)C(=O)CCCn2cc(nn2)CO[C@H]1CN(C)C(=O)Nc1ccc(-c2cccs2)cc1
    x, 0.0
- Cc1noc(C)c1NC(=O)Nc1ccc2c(c1)C(=O)N([C@@H](C)CO)C[C@H](C)[C@@H](CN(C)C(=O)Nc1c(C)noc1C)OCCCC[C@H](C)O2
    x, 0.4
- COc1ccc(S(=O)(=O)N(C)C[C@H]2Oc3ccc(NC(=O)CCCCCC(=O)Nc4ccccc4N)cc3C(=O)N([C@H](C)CO)C[C@@H]2C)cc1
    -41, x
- CCC(=O)N1C[C@H](C)[C@H](OC)CN(C)C(=O)c2cc(NC(=O)Nc3ccccc3)ccc2OC[C@@H]1C
    4, -0.2
- C[C@H](CO)N1C[C@H](C)[C@@H](CN(C)Cc2ccncc2)Oc2ccc(NC(=O)Nc3ccc(C(F)(F)F)cc3)cc2CC1=O
    x, -0.3
- Cc1cc(C)c(C)c(S(=O)(=O)NCC(=O)Nc2ccc3c(c2)OCCO3)c1C
    -2, 0.3
- C[C@H](CO)N1C[C@H](C)[C@@H](CN(C)CC2CCCCC2)Oc2ccc(NC(=O)CCN3CCOCC3)cc2C1=O
    -1, x
- O=C(C[C@H]1C[C@H]2c3cc(NC(=O)CC4CC4)ccc3O[C@H]2[C@H](CO)O1)NCc1cccc(F)c1
    -8, -0.4
- COc1ccc(S(=O)(=O)N(C)C[C@@H]2Oc3c(NC(=O)C4CC4)cccc3C(=O)N([C@@H](C)CO)C[C@@H]2C)cc1
    x, 0.3

Compound profiles, as listed above.
C[C@H](CO)N1C[C@H](C)[C@@H](CN(C)Cc2ccncc2)Oc2ccc(NC(=O)Nc3ccc(C(F)(F)F)cc3)cc2CC1=O in the list: PRC2 inh = x; IDH1 mut inh = -0.3
Cc1ccc(S(=O)(=O)N(C)C[C@@H]2Oc3ncc(-c4ccncc4)cc3C(=O)N([C@@H](C)CO)C[C@@H]2C)cc1 in the list: PRC2 inh = x; IDH1 mut inh = -0.6
COc1ccc(S(=O)(=O)N(C)C[C@@H]2Oc3c(NC(=O)C4CC4)cccc3C(=O)N([C@@H](C)CO)C[C@@H]2C)cc1 in the list: PRC2 inh = x; IDH1 mut inh = 0.3

Additional structures follow.
| smiles | PRC2 inh | IDH1 mut inh |
| --- | --- | --- |
| CCOc1ccc2nc(NS(=O)(=O)c3ccc(C)c([N+](=O)[O-])c3)sc2c1 | 51* | 0.0 |
| COC(=O)C[C@H]1C[C@@H]2c3cc(NC(=O)Cc4ccncc4)ccc3O[C@@H]2[C@@H](CO)O1 | -3 | 0.6 |
| C[C@@H]1CCCCO[C@H](CN(C)Cc2ccncc2)[C@H](C)CN([C@@H](C)CO)C(=O)c2cc(N(C)C)ccc2O1 | 11 | 3.4 |
| CO[C@@H]1CN(C)C(=O)c2cc(NC(=O)Nc3ccccc3F)ccc2OC[C@H](C)N(CC2CC2)C[C@H]1C | -3 | 0.3 |
| COC(=O)c1ccccc1NC(=O)CSc1[nH]c(=O)cc(C)c1C#N | -4 | 0.2 |
| C[C@@H]1CN([C@H](C)CO)S(=O)(=O)c2ccc(-c3cccnc3)cc2O[C@H]1CN(C)C | -6 | -1.6 |
| CCC(=O)N(C)C[C@H]1Oc2cc(C#CC3CCCCC3)ccc2S(=O)(=O)N([C@@H](C)CO)C[C@@H]1C | 6 | 4.3 |
| Cc1noc(C)c1NC(=O)Nc1ccc2c(c1)C(=O)N([C@H](C)CO)C[C@H](C)[C@@H](CN(C)Cc1ccc(C(F)(F)F)cc1)O2 | -10 | 2.3 |
| Cc1ccc(-c2ccc3c(c2)O[C@@H](CN(C)C(=O)C2CCCCC2)[C@H](C)CN([C@H](C)CO)S3(=O)=O)cc1 | 5 | x |
| CCCNC(=O)Nc1ccc2c(c1)C(=O)N(C)C[C@H](OC)[C@@H](C)CN(C(=O)C1CCCCC1)[C@@H](C)CO2 | 12 | 0.5 |
| COCC(=O)N(C)C[C@@H]1Oc2cc(C#C[C@H](C)O)ccc2S(=O)(=O)N([C@H](C)CO)C[C@H]1C | -4 | -0.3 |
| C[C@@H]1CN([C@H](C)CO)C(=O)c2cc(NC(=O)NC3CCCCC3)ccc2O[C@@H](C)CCCCO[C@H]1CN(C)C(=O)Nc1ccccc1 | x | 3.6 |
| C[C@H](CO)N1C[C@H](C)[C@@H](CN(C)Cc2ccc(Cl)c(Cl)c2)Oc2ccc(NC(=O)C3CC3)cc2CC1=O | -7 | 0.1 |
| COc1cccc(S(=O)(=O)N[C@H]2CC[C@H](CCN)O[C@@H]2CO)c1 | -1 | 0.0 |
| CCc1ccc(NC(=O)CSc2nnc(C)n2-c2ccccc2)cc1 | 9 | -0.2 |
| COc1ccc(C)cc1N(CC(=O)Nc1ccc(Br)c(C)c1)S(C)(=O)=O | 6 | 0.0 |
| C[C@H](CO)N1C[C@H](C)[C@@H](CN(C)C(=O)CN(C)C)Oc2cc(Br)ccc2S1(=O)=O | 14 | 0.9 |
| CC(C)COC(=O)N(C)C[C@H]1OCc2cnnn2CCCC(=O)N([C@@H](C)CO)C[C@H]1C | x | -0.3 |
| O=C(Nc1ccccc1)N[C@H]1CC[C@H](CCNC(=O)c2ccccc2F)O[C@@H]1CO | 0 | 0.3 |
| C/C=C/c1ccc2c(c1)O[C@H](CN(C)Cc1ccccc1)[C@H](C)CN([C@H](C)CO)S2(=O)=O | x | -0.4 |

| smiles | PRC2 inh | IDH1 mut inh |
| --- | --- | --- |
| COc1ccc(NC(=O)Nc2ccc3c(c2)CC(=O)N([C@@H](C)CO)C[C@@H](C)[C@H](CN(C)Cc2ccncc2)O3)cc1 | x | 18 |
| C[C@@H](NC(=O)C[C@H]1CC[C@@H](NC(=O)Nc2ccc3c(c2)OCO3)[C@@H](CO)O1)c1ccccc1 | 0 | 0.3 |
| CNC[C@@H]1Oc2ccc(NS(=O)(=O)c3ccc(OC)cc3)cc2CC(=O)N([C@@H](C)CO)C[C@H]1C | -1 | 0.4 |
| CC(=O)N(C)C[C@H]1Oc2cc(-c3ccccc3F)ccc2S(=O)(=O)N([C@H](C)CO)C[C@@H]1C | -14 | 0.3 |
| C[C@H]1CN([C@@H](C)CO)C(=O)c2cc(NC(=O)Nc3ccc(C(F)(F)F)cc3)ccc2O[C@@H]1CN(C)C(=O)Nc1ccccc1 | x | 0.0 |
| COCCNC(=O)C[C@H]1C[C@@H]2c3cc(N(C)C)ccc3O[C@@H]2[C@H](CO)O1 | 9 | -1.9 |
| CO[C@H](C(=O)N(C)C[C@@H]1OCc2ccccc2-c2ccccc2C(=O)N([C@H](C)CO)C[C@H]1C)c1ccccc1 | 6 | x |
| CCCNC(=O)C[C@@H]1C[C@H]2c3cc(NC(=O)Nc4ccccc4F)ccc3O[C@H]2[C@@H](CO)O1 | -1 | -0.1 |
| O=C(C[C@H]1C=C[C@H](NC(=O)CN2CCOCC2)[C@H](CO)O1)NC1CCC1 | -12 | 0.4 |
| CCCNC(=O)Nc1ccc2c(c1)OC[C@@H](C)N(CCC(F)(F)F)C[C@H](C)[C@@H](OC)CN(C)C2=O | 1 | 0.7 |
| Cc1noc(C)c1NC(=O)Nc1ccc2c(c1)CC(=O)N([C@H](C)CO)C[C@@H](C)[C@@H](CN(C)Cc1ccccc1)O2 | 0 | -1.3 |
| C/C=C/C1C2OC3=C(C(=O)OC3(C)O)C(=O)C1(C)C1CC(O)C(C)CC1C2O (centres undefined) | -18 | 0.1 |
| C[C@H](CO)N1C[C@H](C)[C@@H](CN(C)Cc2ccc(C(=O)O)cc2)Oc2ccc(NC(=O)CCC(F)(F)F)cc2CC1=O | -3 | 0.1 |
| CCOc1ccccc1NC(=O)CSc1nc2sc(C)c(C)c2c(=O)n1-c1ccccc1 | 2 | 0.0 |
| CC(C)(C)[S@](=O)N1Cc2cc(C(=O)NCc3ccncc3)nc(-c3cccc(-c4ccncc4)c3)c2[C@@H]1CCO | 1 | 0.1 |
| COc1cccc(-c2cnc3c(c2)C(=O)N([C@H](C)CO)C[C@H](C)[C@H](CN(C)C(=O)Nc2ccc4c(c2)OCO4)O3)c1 | -13 | -11 |
| COc1ccc(NC(=O)N(C)C[C@H]2OCCCC[C@@H](C)Oc3ccc(NC(=O)CCC(F)(F)F)cc3C(=O)N([C@@H](C)CO)C[C@@H]2C)cc1 | x | 1.9 |

A portion of the library; rates above refer to the full screens.
